Assay outcomes: PubChem BioAssay, The Scripps Research Institute Molecular Screening Center
LYPLA1 inh – blocks human lysophospholipase 1, a PME1 counter-screen. O75608. recombinant LYPLA1, FP-Rh probe fluorescence polarization. inhibition, % at 5.9 µM. 320,000 compounds, 0.16% hits. AID 2174;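 active means inhibition above the mean of all tested compounds plus 3 SD, set per campaign, cut at about 14% in these data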;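 further: inhibitors block serine hydrolase probe labeling of LYPLA1 so polarization falls; 0% = enzyme with DMSO and 100% = wells lacking LYPLA1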
Target sequence (O75608 whole entry, looked up): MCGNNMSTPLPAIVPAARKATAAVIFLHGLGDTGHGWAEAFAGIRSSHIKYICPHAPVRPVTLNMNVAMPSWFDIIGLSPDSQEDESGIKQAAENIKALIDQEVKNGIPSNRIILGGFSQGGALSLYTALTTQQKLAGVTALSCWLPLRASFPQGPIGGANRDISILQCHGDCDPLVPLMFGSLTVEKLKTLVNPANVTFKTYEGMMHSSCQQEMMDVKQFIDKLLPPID
GSTO1 counter – counter-screen for RBBP9 inhibitors: inhibitors of human GSTO1. P78417. recombinant GSTO1, activity-based probe fluorescence polarization. inhibition, % at 5.96 µM. 300,000 compounds, 1.1% hits;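 active means inhibition above the campaign mean inhibition plus 3 SD, cut at about 35% in these data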;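 further: 0% = GSTO1-1 with DMSO and 100% = wells lacking GSTO1-1 enzyme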
Target sequence (P78417 whole entry, looked up): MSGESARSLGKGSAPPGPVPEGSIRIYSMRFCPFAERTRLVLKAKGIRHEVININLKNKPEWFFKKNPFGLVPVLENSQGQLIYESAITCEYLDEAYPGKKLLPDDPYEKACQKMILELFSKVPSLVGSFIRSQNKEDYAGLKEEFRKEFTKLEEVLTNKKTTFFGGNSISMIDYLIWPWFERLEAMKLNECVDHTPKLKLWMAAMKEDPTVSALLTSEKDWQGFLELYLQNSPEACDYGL
LYPLA2 inh – counter-screen for PME1 inhibitors: inhibitors of human LYPLA2; recombinant LYPLA2, FP-Rh probe fluorescence polarization; 320,000 compounds, 0.38% hits; inhibition, % at 5.9 µM;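 active means inhibition above the screen-wide mean plus 3 SD, limit set per campaign, cut at about 26% in these data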;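 further: 0% = LYPLA2 with DMSO and 100% = wells lacking LYPLA2 enzyme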
PME-1 inh – blocks human protein phosphatase methylesterase 1. inhibition, % at 5.9 µM. 320,000 compounds, 0.53% hits. recombinant PME-1, FP-Rh probe fluorescence polarization;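 active means inhibition above the campaign mean of all compounds plus 3 SD, cut at about 26% in these data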;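 further: competitive labeling of PME-1 active site by serine hydrolase directed probe; 0% = PME-1 with DMSO and 100% = wells lacking PME-1 enzyme; inhibitors block probe labeling so polarization falls and inhibition rises; many of its hits are not listed in these tables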
pPAFAH inh – pPAFAH (human) enzyme inhibition; inhibition, % at 3.39 µM; Q13093; recombinant pPAFAH, FP-rhodamine probe fluorescence polarization; 330,000 compounds, 1.5% hits; AID 463082;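 active means inhibition above the mean inhibition across the screen plus 3 SD, cut at about 25% in these data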;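 further: inhibitors block binding of the rhodamine activity-based probe so polarization drops; 0% = enzyme with DMSO and 100% = wells lacking pPAFAH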
Target sequence (Q13093 whole entry, looked up): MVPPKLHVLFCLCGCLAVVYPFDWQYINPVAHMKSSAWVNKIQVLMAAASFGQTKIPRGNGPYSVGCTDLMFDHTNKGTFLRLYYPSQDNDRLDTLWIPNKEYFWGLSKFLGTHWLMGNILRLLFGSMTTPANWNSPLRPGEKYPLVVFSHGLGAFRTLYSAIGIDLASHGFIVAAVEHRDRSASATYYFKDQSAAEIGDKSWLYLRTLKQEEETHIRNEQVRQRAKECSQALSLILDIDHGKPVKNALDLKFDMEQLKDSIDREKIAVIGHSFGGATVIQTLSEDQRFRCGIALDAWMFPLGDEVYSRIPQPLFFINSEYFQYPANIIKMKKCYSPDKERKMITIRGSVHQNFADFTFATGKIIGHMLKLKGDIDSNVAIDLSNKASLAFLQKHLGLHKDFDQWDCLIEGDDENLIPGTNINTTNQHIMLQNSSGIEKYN
PAFAH1B2 inh – blocks human PAF acetylhydrolase 1b catalytic subunit 2; P68402; recombinant PAFAH1B2, FP-rhodamine activity probe, fluorescence polarization; inhibition, % at 3.39 µM; 340,000 compounds, 1.2% hits;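 active means inhibition above the mean of all tested compounds plus 3 SD, cut at about 24% in these data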;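 further: 0% = enzyme with DMSO and 100% = wells lacking PAFAH1B2; many of its hits are not listed in these tables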
PAFAH1B3 FP inh – blocks human PAF acetylhydrolase 1B catalytic subunit 3 | Q15102 | recombinant PAFAH1B3, FP-rhodamine probe, fluorescence polarization | inhibition, % at 3.39 µM | 340,000 compounds, 0.28% hits;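 active means inhibition above the screen-wide average of all tested compounds plus 3 SD, cut at about 25% in these data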;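 further: 0% = enzyme with DMSO only and 100% = wells lacking PAFAH1B3 protein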
PAD4 inh – PAD4 (human) enzyme inhibition; Q9UM07; recombinant PAD4, RCA probe fluorescence polarization; inhibition, % at 6.36 µM; 330,000 compounds, 0.41% hits; AID 485272;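 active means percent inhibition above a cutoff equal to the mean of all tested compounds plus 3 SD, cut at about 15% in these data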;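 further: 0% = PAD4 with RCA probe and DMSO and 100% = probe without PAD4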
PREPL inhibitor – human PREPL enzyme inhibition; Q4J6C6; recombinant PREPL, fluorescence polarization activity-based probe; inhibition, % at 5.96 µM; 320,000 compounds, 0.68% hits; in the data active means inhibition above about 43%;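 further: 0% = enzyme with DMSO and 100% = wells lacking enzyme; many of its hits are not listed in these tables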
Numbers without * were called inactive; / = not tested or not shown.

SMILES | LYPLA1 inh | GSTO1 counter | LYPLA2 inh | PME-1 inh | pPAFAH inh | PAFAH1B2 inh | PAFAH1B3 FP inh | PAD4 inh | PREPL inhibitor
Cc1cc(=O)oc2cc(OCc3ccc(C(=O)OCC(=O)NC4CCS(=O)(=O)C4)cc3)ccc12 (configuration not stated) | 1 | -7 | 2 | -6 | 3 | -2 | -1 | -2 | -4
Cc1c(N/C=C/C(=O)c2ccc(Cl)cc2)c(=O)n(-c2ccccc2)n1C | 5 | 4 | 13 | 2 | -2 | 0 | -1 | -2 | 4
COc1cc(CSc2ncn[nH]2)c(OC)cc1CSc1ncn[nH]1 | -1 | 1 | 4 | -3 | -5 | 0 | 6 | -7 | 14
O=S(=O)(Cc1noc(-c2ccc(Cl)cc2)n1)Cc1ccco1 | 0 | 6 | -1 | 0 | 12 | / | / | -2 | 4
O=C(CNC(=O)N1CC(=O)Nc2ccccc21)Nc1ccccc1 | -3 | 10 | 4 | 2 | 0 | 1 | 1 | 6 | 13
Cc1noc(C)c1S(=O)(=O)N1CCC(C(=O)N2CCN(c3ccccc3Cl)CC2)CC1 | 3 | 2 | -4 | -2 | 5 | 2 | 11 | -3 | 14
CCN(CC(=O)Nc1ccc(C(C)=O)cc1)CC(=O)Nc1ccccc1C(F)(F)F | 2 | 13 | 7 | 2 | 4 | 6 | 8 | -6 | 2
O=[N+]([O-])c1ccc2nnn(O)c2c1 | -3 | 7 | 4 | 8 | 1 | 1 | 6 | -2 | 8
CC(C)Cc1cc(CNC(=O)C2CCC(=O)N(Cc3cccc(C(F)(F)F)c3)C2)on1 (configuration not stated) | 0 | 1 | 1 | 13 | 3 | 1 | 1 | 1 | -3
COc1ccccc1C(=O)NCCSCc1ccccc1Cl | -4 | 4 | -6 | -3 | 5 | 4 | 8 | 6 | -7
CCOc1ccc(OC(=O)c2cccnc2)cc1 | 1 | 2 | 4 | -2 | -3 | 3 | 13 | -6 | 13
COc1ccc(Cl)cc1NC(=O)COC(=O)C1CCCCC1 | 3 | / | 5 | 4 | 6 | -6 | 15 | 5 | 3
CN1/C(=C\C(=S)NC(=O)c2ccccc2Cl)C(C)(C)c2ccccc21 | -14 | -3 | -17 | -19 | -4 | -5 | -9 | -26 | -12
O=S(=O)(c1ccc(F)cc1)N1CCn2c(nc3ccccc32)C1 | 0 | 2 | 1 | 3 | 2 | 12 | 7 | 1 | -12
COc1ccc(-c2cc(C)nc(SCc3cccc(C(=O)O)c3)n2)cc1 | 0 | 8 | 0 | 2 | -4 | 3 | 7 | 7 | -2
COc1ccc(CN(C(=O)c2cccc(OC)c2)C2CCS(=O)(=O)C2)cc1 (configuration not stated) | 0 | -1 | -2 | 3 | 4 | / | / | 1 | 1
CSc1nc(-c2ccccc2)nn1C(=O)c1ccco1 | -3 | -6 | 3 | 2 | 0 | -1 | 7 | -6 | 0
CCOc1ccc(S(=O)(=O)N2CCCC(C(=O)NCC3CCCO3)C2)cc1Cl (configuration not stated) | 2 | 7 | -4 | 3 | 4 | -1 | 5 | -4 | 0
CC(NC(=O)Nc1ccccc1)C(c1cccs1)N1CCN(c2ccccc2)CC1 (configuration not stated) | -2 | -1 | 3 | -2 | -1 | 1 | 11 | 1 | -15
COc1ccc(N2CCN(Cc3cc(OC)c(O)c([N+](=O)[O-])c3)CC2)cc1 | -3 | 7 | -1 | -7 | 1 | 0 | 11 | 1 | -1
O=C(COC(=O)[C@H](Cc1ccccc1)N1C(=O)c2ccccc2C1=O)Nc1ccc2c(c1)OCO2 | -9 | -10 | -3 | -2 | 5 | 2 | 7 | 4 | 12
Cc1cc(C)cc(NC(=S)/C(=C(\[O-])c2ccc(Cl)cc2Cl)[n+]2ccccc2)c1 | -5 | 1 | -3 | -5 | 6 | 4 | 5 | 0 | 7
O=C(NCCSCc1ccco1)c1ccc(CN2CCOCC2)cc1 | -1 | 4 | 4 | -1 | 0 | 9 | 18 | -7 | -2
Cc1ccc(Cn2c(/C=C/c3ccco3)nc3ccccc32)cc1 | -3 | -3 | -9 | -12 | 23 | 3 | 7 | -13 | 6
O=c1c2ccccc2nc(SCc2nnc(-c3ccccc3Br)o2)n1Cc1ccco1 | 1 | -2 | 2 | -2 | 4 | 0 | -13 | 6 | 10
Cc1cc(Nc2cccc(C)c2C)n2nc(C)nc2n1 | -4 | 2 | -7 | 1 | 0 | -2 | -3 | 2 | 3
CC(C)NC(=O)c1cc2ccccc2o1 | 2 | 0 | 11 | -3 | -1 | -1 | 10 | 4 | -3
O=C(COC(=O)c1cc([N+](=O)[O-])ccc1N1CCOCC1)c1ccc(F)cc1 | 0 | / | 4 | 1 | 6 | 4 | 14 | -6 | 9
CCOc1cc(C)nc(Oc2ccc(=O)[nH]n2)n1 | 3 | 1 | 12 | -5 | 6 | 5 | -9 | 2 | 3
CCCC(NCC(O)COc1ccc(-c2ccccc2)cc1)c1ccccc1 (configuration not stated) | -1 | -4 | -2 | -4 | 2 | -2 | 6 | -5 | 1
Nc1ccc(N2CCOCC2)c(S(=O)(=O)Nc2cc(Cl)ccc2Cl)c1 | -2 | 4 | 3 | 5 | 22 | 1 | 1 | -7 | 7
CCn1c(SCC(=O)Nc2ccc(C)cc2)nnc1-c1ccc(O)cc1 | 6 | -2 | 5 | -4 | 2 | 5 | 3 | 3 | -5
COc1ccc(OC)c(NC(=O)CN(C)S(=O)(=O)c2ccc3nc(C)sc3c2)c1 | 0 | 4 | 4 | 5 | 4 | 0 | 1 | -4 | 13
CCc1cccc(C)c1NS(=O)(=O)c1cccs1 | -4 | 8 | -7 | -3 | 10 | 1 | 0 | -1 | -17
COc1ccc(CNC(=O)C[C@H]2C[C@H](C(=O)N(C(C)C)C(C)C)[C@@]3(C)c4[nH]c5cc(-c6ccco6)ccc5c4CCN3C2=O)cc1OC | / | / | / | / | 6 | 5 | 8 | 0 | /
N=c1oc2ccccc2cc1C(=O)N/N=C/c1ccccc1 | 2 | -1 | 2 | -6 | 2 | 2 | 5 | 4 | 13
COc1ccccc1CNC(=O)CSCc1cnn(-c2ccccc2)c1-n1cccc1 | -5 | 4 | -1 | 12 | 6 | 7 | 8 | -1 | -12
O=C(CC1C(=O)NCCN1Cc1c(F)cccc1Cl)NCCCn1ccnc1 (configuration not stated) | 0 | 5 | -4 | -1 | 1 | 5 | 5 | 4 | -2
C=C(C)CNC(=S)N/N=C/C1=CCC2CC1C2(C)C (configuration not stated) | -7 | 2 | -8 | 1 | 16 | 7 | 9 | -3 | 6
N#Cc1ccc(NCC(=O)Nc2ccc(S(=O)(=O)N3CCCCC3)cc2)cc1 | -7 | / | 18 | -6 | 1 | 5 | 7 | 0 | -33
COc1ccc(-n2nc(C(=O)NCC(=O)N3CCN(c4ccc(F)cc4)CC3)c3ccccc3c2=O)c(OC)c1 | 0 | 0 | 58* | -1 | 5 | 2 | 7 | 4 | 27
O=C(/C=C/c1ccc(Br)cc1)NCCCn1ccnc1 | 1 | -2 | 9 | 2 | 2 | -3 | -8 | -3 | 8
Cc1cc(N2CCN(S(=O)(=O)c3ccccc3)CC2)nc2c(C)cccc12 | -1 | -2 | 3 | 2 | 8 | -2 | 5 | 1 | 1
COc1ccc2ccc(=O)oc2c1CC(=O)C(C)C | / | / | / | / | 2 | 5 | 7 | 0 | -7
O=C(Nc1ccc(S(=O)(=O)NCC2CCCO2)cc1)c1cccc(F)c1 (configuration not stated) | 3 | 1 | 2 | -2 | 1 | 5 | 3 | 0 | -1
CCOC(=O)c1sc(Nc2ccccc2)nc1C | 1 | 11 | 3 | -4 | 9 | 2 | 4 | -1 | 2
CCN=c1scc(C)n1/N=C/c1cc(Br)c(O)c(Br)c1 | 10 | 46* | 14 | 6 | 41* | 14 | 20 | -2 | 26
CCc1ccc(NC(=O)CSc2nnnn2-c2cccnc2)cc1 | 4 | 1 | -7 | -7 | -3 | 9 | 3 | -8 | 7
CCN(Cc1ccncc1)Cc1nc(-c2ccc(C(=O)OC)cc2)no1 | -2 | 4 | -3 | -2 | 2 | -1 | 5 | 0 | -18
CC(C)(C)OC(=O)NCC12C=CC(O1)C1C(=O)N(Cc3ccccc3)C(=O)C12 (configuration not stated) | -1 | 2 | 2 | -1 | 1 | 1 | 12 | -1 | 1

Remaining list, next part.
SMILES | LYPLA1 inh | GSTO1 counter | LYPLA2 inh | PME-1 inh | pPAFAH inh | PAFAH1B2 inh | PAFAH1B3 FP inh | PAD4 inh | PREPL inhibitor
O=C(Nc1ccccc1F)Nc1ccccc1OC(F)F | -6 | 1 | -4 | -3 | 1 | -4 | 9 | -1 | 1
O=C(CC(c1ccccc1)c1ccccc1O)NCCc1ccccc1 (configuration not stated) | -1 | -5 | 1 | -4 | 9 | 5 | 8 | 2 | -7
CC(=O)NNC(=O)c1cc2sccc2s1 | 3 | 2 | 6 | -1 | 3 | -2 | 14 | -2 | 8
Cc1ccc(C(=O)N/C(=C\c2cccs2)C(=O)NCCCn2ccnc2)cc1C | -2 | -6 | -7 | -2 | -2 | 5 | 7 | -3 | 9
CC(=O)N1CCCc2cc(S(=O)(=O)N(CC(C)C)CC(C)C)ccc21 | 0 | -3 | 7 | 0 | 5 | 11 | 1 | -3 | 10
Cc1cc(C)cc(OCCNC(=O)C(C)N2C(=O)c3ccccc3C2=O)c1 (configuration not stated) | 1 | 10 | 3 | -3 | 3 | 4 | 2 | -4 | -9
C[C@@H]1CN(Cc2nc(-c3cccs3)no2)C[C@H](C)O1 | 4 | 2 | 6 | 10 | 0 | -2 | 9 | -3 | 12
Cc1cccc(OCCCC(=O)Nc2ccccc2C(F)(F)F)c1 | -1 | -3 | 2 | 1 | -3 | 7 | -3 | 1 | -2
CCc1noc(C)c1C(=O)Nc1cccc2ncccc12 | -3 | -2 | 24 | -1 | 2 | 0 | 7 | 3 | 8
CCOC(=O)CN(C(=O)CSc1nnc(-c2ccncc2)n1CCCN(C)C)c1ccccc1 | 3 | -2 | 7 | 2 | 1 | -2 | 12 | 3 | 9
CS(=O)(=O)Nc1ccc(C(=O)NCCSCc2c(F)cccc2Cl)cc1 | -2 | 6 | 0 | -1 | 4 | 0 | 5 | -1 | -8
O=C(Cn1nc(-c2ccc(F)cc2)ccc1=O)Nc1ccc(C(=O)NC2CC2)cc1 | -2 | -5 | -5 | 1 | -3 | 3 | -5 | -1 | -11
CCn1c(CNC(=O)c2cccc(C)c2)nnc1SCC(=O)NC1CCCC1 | 1 | 0 | 5 | 0 | 2 | 1 | -1 | -5 | 6
Cn1nnc(C(O)CNCc2cccs2)n1 (configuration not stated) | -1 | 1 | 0 | -4 | -1 | 6 | -1 | 5 | -8
COc1cccc(N/C=C/C(=O)c2ccc(Cl)cc2)c1 | -4 | -6 | -6 | 5 | 9 | -2 | 6 | -3 | 6
CC1(C)CC(=O)C2=C(C1)N=C1SCCC(=O)N1C2c1cccc([N+](=O)[O-])c1 (configuration not stated) | -3 | 2 | 1 | -4 | 2 | 7 | 1 | 5 | 14

Some of the compounds tested, so the mix of outcomes need not match the whole.
